High-throughput results deposited in PubChem by Southern Research Specialized Biocontainment Screening Center.
influenza NS1A – NS1A inhibition, H1N1 influenza, cell based functional assay (AID 504329); NS1A functional cell-based assay, percent inhibition; higher % means a stronger effect; inhibition, % at 12.5 µM, or IC50 in µM where a hit was titrated; actives 0.3% (n = 340,000); in the data active = a potency from the dose series; inconclusive = inhibition above about 27% without an active follow-up result; also: strong numbers were not always called active
inhibitors of VEEV – inhibitors of VEEV TC-83 cytopathic effect, confirmation, Vero cells (AID 588727). Vero cells, VEEV TC-83 cytopathic effect inhibition; higher % means a stronger effect. inhibition, % at 20 µM, or IC50 in µM where a hit was titrated. actives 0.13% (n = 350,000); in the data active = a potency from the dose series; inconclusive = inhibition mostly from about 14% at the one dose, without a potency; inactive = the rest, 99 in 100 with inhibition below about 12%; also: strong numbers were not always called active
M. tuberculosis HTS – M. tuberculosis growth inhibition, HTS (AID 449762); M. tuberculosis H37Rv growth inhibition, 7H9 media; higher % means a stronger effect; one-dose inhibition, % at 25 µM; IC50 in µM for titrated hits; actives 0.59% (n = 330,000); in the data active = a potency from the dose series; inconclusive = inhibition above about 70% without an active follow-up result;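 also: bacterial growth assessed after seven days of incubation; strong numbers were not always called active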
Salmonella PhoP GFP – Inhibition of PhoP regulon, Salmonella typhi GFP reporter cells, confirmation, 4 h (AID 1850). inhibition, % at 50 µM; hits with a dose series show IC50 in µM. actives 0.33% (n = 310,000). Salmonella Typhi PhoP-promoter GFP reporter, fluorescence, 4 h; higher % means a stronger effect; in the data active = a potency from the dose series; inconclusive = inhibition mostly from about 25% at the one dose, without a potency; inactive = the rest, 99 in 100 with inhibition below about 19%;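 also: 0% = induced wells with vehicle and 100% = uninduced wells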
M. tuberculosis – growth inhibition of non-replicating M. tuberculosis (AID 488890). Mycobacterium tuberculosis non-replicating, growth inhibition; higher % means a stronger effect. inhibition, % at 25 µM, or IC50 in µM where a hit was titrated. actives 0.39% (n = 320,000); in the data active = a potency from the dose series; inconclusive = inhibition mostly from about 82% at the one dose, without a potency; inactive = the rest, 99 in 100 with inhibition below about 76%;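 also: plate controls were DMSO cells for no effect and high antibiotic wells for full effect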
* = called active by the depositor; i = inactive; ? = inconclusive; nt = no result given.

SMILES | influenza NS1A | inhibitors of VEEV | M. tuberculosis HTS | Salmonella PhoP GFP | M. tuberculosis
CC1CCN(c2nc3ccccc3nc2C(C#N)C(=O)OC2CCCCC2)CC1 (centres undefined) | 0% | 1.5% | 0% | -11% | -2%
O=C(COc1ccc(Cl)cc1)NNC(=O)c1ccncc1 | -5% | 0.2% | ? | nt | 56%
O=C(CNCc1ccccc1)Nc1ccc(F)cc1 | -7% | 0.1% | -8% | 0% | 63%
CCCN(CCC)C(C(=O)Nc1cccc(OC)c1)c1ccccc1 (centres undefined) | 6% | i | -14% | 2% | 16%
O=[N+]([O-])c1ccc(Oc2ccc(-c3cnc4ccccc4n3)cc2[N+](=O)[O-])cc1 | -6% | 0.8% | 6% | -3% | 26%
COC(=O)Cn1c(=NC(=O)c2ccc(Cl)s2)sc2cc(F)ccc21 | -10% | 0.5% | -6% | 1% | -7%
COc1ccc(CN(C)c2ccc(S(=O)(=O)N3CCN(C)CC3)cc2[N+](=O)[O-])cc1OC | 4% | i | 0% | nt | 22%
O=C1c2ccccc2C2(c3ccccc3)NCCCN12 (centres undefined) | -9% | 0.7% | 0% | 3% | -8%
C[C@H](CO)N1C[C@H](C)[C@@H](CN(C)Cc2ccc(Cl)c(Cl)c2)Oc2c(NS(=O)(=O)c3ccc(F)cc3)cccc2C1=O | 10% | 1.0% | 0% | nt | 48%
CCN(CC)c1ccc2cc(C(=O)O)c(=O)oc2c1 | 0% | i | 1% | 1% | 0%
CC(C)N(Cc1ccccc1)C(=O)CN1c2cccc3cccc(c23)S1(=O)=O | -6% | 9.2% | -4% | nt | 38%
CCCCn1c(N)c(N(CC(C)C)C(=O)c2ccc(N3C(=O)CCC3=O)cc2)c(=O)[nH]c1=O | -1% | 1.7% | 1% | -1% | -8%
O=C(NCC1CCCO1)C(c1ccccn1)N(Cc1ccccc1Cl)C(=O)CN1C(=O)c2ccccc2S1(=O)=O (centres undefined) | -12% | 0.4% | -4% | -8% | -12%
Cc1csc(SC(C)C(=O)Nc2ccc(F)cc2Cl)n1 (centres undefined) | -3% | 0.2% | 4% | nt | -3%
Cc1cccc(C2=N/C(=C/c3cccs3)C(=O)O2)c1 | -5% | 2.4% | 17% | -7% | ?
CCOC(=O)C(O)(c1ccc(NC(=S)NC(=O)c2ccc(Cl)cc2Cl)cc1)C(F)(F)F (centres undefined) | 4% | 2.8% | 4% | 3% | 75%
NC(=O)c1ccc(NC(=O)CC23CC4CC(CC(Br)(C4)C2)C3)cc1 | -4% | 0.3% | -4% | 8% | -6%
COc1ccc(CCN2C(=O)C3CC=C(C)CC3C2=O)cc1OC (centres undefined) | -14% | 1.5% | -1% | 2% | 5%
O=C(Nc1cccnc1)c1noc2c1CCCCC2 | 0% | 2.4% | -9% | -10% | -3%
CN1CCN(NC(=O)CC(C)(C)C)CC1 | -5% | i | -4% | -4% | -7%
CCS(=O)(=O)c1c(S(=O)(=O)CC)c2ccccn2c1C(N)=O | -9% | 3.7% | 13% | -1% | -1%
Cc1cc(C(=O)NC2CC(C)(C)Cc3c2cnn3-c2ccc(F)cc2)nn1C (centres undefined) | -5% | i | -3% | -154% | 1%
COc1ccccc1NC(=O)CSc1nnc(Cn2nnc(-c3ccccc3)n2)n1-c1ccccc1 | -7% | 8.0% | -12% | 5% | 18%
CCOc1cc(N2CCOCC2)c(OCC)cc1NC(=O)COC(=O)c1cc(C)oc1C | 0% | i | ? | -4% | 13%
O=C(N/N=C/c1ccccc1[N+](=O)[O-])C(=O)N1CCCC1 | -7% | 0.7% | -2% | -4% | 6%
Following part.
SMILES | influenza NS1A | inhibitors of VEEV | M. tuberculosis HTS | Salmonella PhoP GFP | M. tuberculosis
Cn1nc(C(=O)NCc2cccc(F)c2)cc1C(=O)NCc1cccc(F)c1 | -8% | 2.8% | -4% | nt | 18%
CCn1c(CN2c3ccccc3Sc3ccccc32)n[nH]c1=S | 14% | i | -1% | 4% | -13%
O=C(N/N=C/C=C\c1ccco1)c1ccccn1 | 0% | 3.2% | 57% | -1% | 8%
COc1cccc(-c2ccc(NC(=O)C3CCCN(Cc4cnn(C(C)C)c4)C3)cc2)c1 (centres undefined) | 15% | 21% | 47% | 8% | ?
O=C1CC2(CCN(C(=O)C(=O)c3c[nH]c4ccccc34)CC2)Oc2ccccc21 | 3% | ? | 3% | 8% | 10%
COc1ccc(CC(=O)N/N=C(\C)CC(=O)NCc2ccco2)cc1OC | -5% | 2.1% | -13% | 9% | -2%
CC1=NN(C(=O)c2ccc(Br)cc2)C(O)(C(F)(F)OC(F)(F)F)C1 (centres undefined) | -6% | 3.4% | 69% | 5% | ?
O=C(COC(=O)c1ccccc1Cc1ccccc1)NC1CCS(=O)(=O)C1 (centres undefined) | 4% | i | 4% | -2% | 14%
COc1ccc2cc(CCl)c(Cl)nc2c1 | -11% | 14% | 6% | 5% | 10%
CCN(CC)C(=O)C1CCCN(C/C=C/c2ccccc2[N+](=O)[O-])C1 (centres undefined) | -9% | i | 2% | -3% | 3%
Cc1nc2c(oc3ccccc32)c(=O)o1 | -27% | 1.4% | -9% | 0% | 17%
COC(=O)c1sc(N)c(C(=O)OC)c1COC(=O)CCNS(=O)(=O)c1ccc(C)cc1 | 0% | 5.6% | -1% | -3% | 29%
CN(C)CCOc1ncnc2c1oc1ccccc12 | 5% | 1.3% | -8% | -14% | 2%
CC(C)CNC(=O)c1ccc(Cl)c(Cl)c1 | 11% | 6.9% | -4% | 3% | 59%
CN(C)/C=C(\C(=O)c1ccccc1)c1nnnn1-c1ccc(F)cc1 | -7% | i | 0% | -1% | 2%
N#CCC(=O)Nc1ccc(C(=O)NNC(=S)NC2CC2)cc1 | 12% | 0.7% | nt | nt | nt
Cc1ccc(-n2c(C)nc3c(cnn3-c3ccc(F)cc3)c2=O)cc1 | -2% | i | 0% | -2% | -2%
O=C(CNC1CC1)Nc1cc(C(F)(F)F)ccc1Cl | 4% | 0.4% | 8% | 1% | 29%
CC1CCc2nc(/C(C#N)=C/c3cccnc3)sc2C1 (centres undefined) | 0% | 0.4% | 26% | -8% | 61%
Cc1ccc(CNC(=O)C(=O)NCC2OCCN2S(=O)(=O)c2ccc(Cl)cc2)cc1 (centres undefined) | -6% | 0.4% | 4% | -10% | 1%
O=c1oc2ccccc2c(Cl)c1CN1CCCCC1 | -3% | 1.6% | -5% | -9% | 14%
CCCCOc1ccc(/C(O)=C2/C(=O)C(=O)N(CCCOC)C2c2ccncc2)cc1C (centres undefined) | -12% | 0.2% | -15% | -7% | 21%
CCOC(=O)CSc1nc(C)c2cc(OC)ccc2n1 | 2% | 1.5% | 20% | -1% | 79%
Cc1ccnc(SCC(=O)Nc2sc3c(c2C#N)CCCC3)n1 | -3% | 4.0% | -3% | -11% | 20%
Cc1cccc(NC(=O)Cn2cnc3c(oc4ccccc43)c2=O)c1 | 4% | 0.2% | 0% | -3% | -19%

Quoted at random: 2 records from the list.
SMILES | influenza NS1A | inhibitors of VEEV | M. tuberculosis HTS | Salmonella PhoP GFP | M. tuberculosis
CC1=NN(C(=O)c2ccc(Br)cc2)C(O)(C(F)(F)OC(F)(F)F)C1 (centres undefined) | -6% | 3.4% | 69% | 5% | ?
Cc1nc2c(oc3ccccc32)c(=O)o1 | -27% | 1.4% | -9% | 0% | 17%

Next section
SMILES | influenza NS1A | inhibitors of VEEV | M. tuberculosis HTS | Salmonella PhoP GFP | M. tuberculosis
Cc1noc(C)c1NC(=O)Nc1cccc2c1O[C@H](CN(C)S(=O)(=O)c1ccc(F)cc1)[C@@H](C)CN([C@H](C)CO)C2=O | -8% | 0.6% | 9% | nt | 0%
NC(=O)[C@@H]1CC2(CC(c3cccc(NC(=O)COc4ccc(Cl)cc4)c3)=NO2)CN1C(=O)COc1ccc(Cl)cc1 (some centres undefined) | -1% | 1.8% | 16% | 10% | 10%
O=C(CN1CCCCC1)NNc1nc(-c2ccccc2)c2cc(Br)ccc2n1 | 3% | 12% | -7% | 1% | ?
COC(=O)c1ccc(NC(=O)CN(c2ccc(OC)cc2)S(C)(=O)=O)cc1 | -4% | 2.1% | 1% | 13% | 19%
Cc1ccc(/C=N\NC(=O)c2ccc(Cn3cc(Br)c([N+](=O)[O-])n3)o2)o1 | -2% | 1.0% | 1% | 0% | 38%
O=C(CN1CCOCC1)Nc1ccc(-c2nc3ccccc3[nH]2)cc1 | 3% | 1.7% | 1% | -7% | -4%
COc1ccc2c(ccc[n+]2[O-])c1 | 2% | 2.4% | nt | nt | nt
Cc1ccccc1C(=O)N1CCN(c2ccc(NC(=O)c3cccc(OC(C)C)c3)cc2)CC1 | -8% | 11% | -24% | -3% | -17%
CCOC(=O)CSC1=NC(=O)/C(=C\c2ccc(Cl)cc2)S1 | -2% | 7.9% | ? | -9% | ?
O=C(NCc1ccccn1)C(C(=O)c1ccc(F)cc1)n1ccccc1=O (centres undefined) | -1% | i | 14% | -10% | 11%
CN1CCN(C(c2ccc(Cl)cc2)c2cc(Cl)c3cccnc3c2O)CC1 (centres undefined) | 3% | 5.7% | 54% | 20µM* | ?
O=C(NCc1n[nH]c(=S)n1-c1ccc(F)cc1)c1ccc(S(=O)(=O)N2CCCCC2)cc1 | 3% | i | 0% | 3% | -15%
CN(C)CCC(Oc1ccccc1OCc1ccccc1)c1ccccc1 (centres undefined) | 14% | i | 0% | 7% | 39%
O=C(Nc1ccc2oc(-c3cccnc3)nc2c1)c1ccc([N+](=O)[O-])o1 | -8% | 1.0% | nt | nt | nt
C=CCn1c(=O)c2ccccc2n2c(SCC(=O)NC(C)C)nnc12 | -12% | 1.7% | nt | nt | nt
CCOC(=O)Cc1csc(NC(=O)CCc2ccc(S(=O)(=O)N3CCOCC3)cc2)n1 | 2% | i | -1% | 4% | 19%
COc1ccc(CN2C[C@H](Cc3ccccc3)[C@@H](CC(=O)Nc3ccccc3)C2=O)cc1 | -5% | 5.7% | 35% | -9% | 1%
Cc1ccc2nc(NC(=O)c3ccc(N4C(=O)CCC4=O)cc3)sc2c1 | 4% | 1.7% | -6% | 9% | -19%
COc1cccc(NC(=O)Nn2cnnc2)c1 | -16% | 0.2% | -3% | -3% | -4%
Cc1ccc(/C=C2\Oc3cc(OCC(=O)NN)ccc3C2=O)o1 | -4% | 1.3% | 5% | 12% | ?
COc1ccccc1Nc1nc(-c2cccc([N+](=O)[O-])c2)cs1 | 6% | 4.2% | 0% | 1% | 6%
Fc1ccccc1Cn1nnc2c(-n3ccnc3)ncnc21 | 0% | i | 5% | -2% | 10%
COc1ccc(CCNC(=O)CNS(=O)(=O)c2cccs2)cc1OC | 2% | 0.3% | -11% | -8% | -3%
Cc1cc(Cl)ccc1OCC(=O)NCCC(=O)O | -10% | i | -3% | 6% | 12%
CCOC(=O)CSc1nc2sc3c(c2c(=O)[nH]1)CC(C)(C)OC3 | 4% | 2.0% | -9% | 13% | -18%

A draw from above in order of SMILES length, lowest first.
SMILES | influenza NS1A | inhibitors of VEEV | M. tuberculosis HTS | Salmonella PhoP GFP | M. tuberculosis
C=CCn1c(=O)c2ccccc2n2c(SCC(=O)NC(C)C)nnc12 | -12% | 1.7% | nt | nt | nt
CCOC(=O)CSc1nc2sc3c(c2c(=O)[nH]1)CC(C)(C)OC3 | 4% | 2.0% | -9% | 13% | -18%
O=C(NCc1n[nH]c(=S)n1-c1ccc(F)cc1)c1ccc(S(=O)(=O)N2CCCCC2)cc1 | 3% | i | 0% | 3% | -15%

Further entries:
SMILES | influenza NS1A | inhibitors of VEEV | M. tuberculosis HTS | Salmonella PhoP GFP | M. tuberculosis
Cc1cc(C)c(S(=O)(=O)NCCCn2ccnc2)c(C)c1 | 3% | 1.3% | -7% | -4% | -12%
CCCCC(=O)Nc1ccccc1C#N | -3% | i | 1% | 4% | 13%
C#CCOCCOCCOCCNc1nc(N2CCN(C(=O)[C@H](CCCCN)n3cc([C@@H](N)[C@H](C)CC)nn3)CC2)nc(N2CCN(C(=O)[C@H](CCC(=O)O)n3cc([C@@H](N)CCSC)nn3)CC2)n1 | -1% | 0.6% | 4% | nt | -11%
O=C(N/N=C/C=C\c1ccco1)c1cccs1 | nt | 0.6% | 58% | 8% | ?
COc1cccc(C(=O)Nc2nnc(-c3ccc(Cl)cc3)o2)c1 | -15% | 1.8% | ? | -5% | nt
O=C(O)CC1(CC(=O)O)Nc2ccccc2SC1=O | 4% | 0.1% | nt | nt | nt
O=C1/C(=C/c2ccccn2)SC(=S)N1N1CCOCC1 | -4% | 0.7% | 1% | 3% | 0%
Fc1ccc(-c2csc(NC(=S)Nc3ccccc3)n2)cc1 | -5% | 1.5% | 9% | 7% | -5%
COc1cc(/C=N/NC(=O)c2cc(-c3ccccc3)nc3ccccc23)cc(OC)c1O | -10% | 0.8% | 0% | -2% | -3%

As entered above:
COc1cc(/C=N/NC(=O)c2cc(-c3ccccc3)nc3ccccc23)cc(OC)c1O @ M. tuberculosis: -3%
Fc1ccc(-c2csc(NC(=S)Nc3ccccc3)n2)cc1 @ influenza NS1A: -5%
